Bioassay records from PubChem BioAssay.
TAAR1 ag – human TAAR1 agonists, primary screen, Fluo-8 calcium fluorescence, CHO RD-HGA16 cells; vehicle wells 0%, saturating PEA agonist 100%; AID 624467, 2012; activation, % at 3 µM; Trace amine-associated receptor 1 (Homo sapiens), Q96RJ0; 0.99% of 360,000 active;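 active = activation above the mean activation of all test compounds in the run plus 3 SD, cut at about 38% in these data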
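Repeats: no replicates (n 1) | Material: CHO-derived RD-HGA16 cells with stable Gα16 and human TAAR1 | Technique: Kinetic Fluo-8 calcium fluorescence | Schedule: 17-24 h seeding, 75 min 37 °C dye, 30 min RT | Evaluation: % activation from peak over basal fluorescence ratio, DMSO-to-PEA scaled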
OXTR ag – human OXTR agonists, primary screen, fluorescence, CHO-OTR cells, Fluo-8 calcium | activation, % at 3 µM | Oxytocin receptor (Homo sapiens), P30559 | Fluo-8 calcium fluorescence; normalized: DMSO 0%, oxytocin 100% | 0.32% of 320,000 active;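 active = activation above the mean of all tested compounds plus 3 SD, cutoff set per screening run, cut at about 20% in these data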;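 also: peak over basal fluorescence ratio from a 100 s FLIPR kinetic read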
M1 ag – human M1 muscarinic receptor agonists, primary screen, Fluo-8 calcium fluorescence, CHO-K1 cells, HTS | CHO-K1 hM1, agonist mode; 0% DMSO, 100% acetylcholine EC100 | activation, % at 3 µM | 0.33% of 360,000 active | Muscarinic acetylcholine receptor M1 (Homo sapiens), P11229;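 active = activation above the run's mean compound activation plus 3 SD, cut at about 16% in these data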;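 also: peak over basal fluorescence ratio within a 140 s kinetic read after compound addition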
Target sequence (P11229 whole entry, looked up): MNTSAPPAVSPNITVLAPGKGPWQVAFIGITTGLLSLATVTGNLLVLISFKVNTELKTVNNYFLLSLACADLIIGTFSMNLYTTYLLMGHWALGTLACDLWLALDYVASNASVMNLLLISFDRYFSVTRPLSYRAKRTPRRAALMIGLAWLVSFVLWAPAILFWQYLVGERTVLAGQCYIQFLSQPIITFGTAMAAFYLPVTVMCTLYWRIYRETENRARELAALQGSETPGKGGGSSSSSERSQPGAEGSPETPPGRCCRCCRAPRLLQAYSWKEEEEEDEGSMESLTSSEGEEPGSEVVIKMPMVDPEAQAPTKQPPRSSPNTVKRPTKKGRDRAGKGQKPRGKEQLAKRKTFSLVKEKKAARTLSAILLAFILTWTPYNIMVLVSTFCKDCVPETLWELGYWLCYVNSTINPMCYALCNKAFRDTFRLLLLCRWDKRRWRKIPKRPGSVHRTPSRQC
OXTR potentiator – human OXTR potentiators, primary screen, fluorescence, CHO-OTR cells, Fluo-8 calcium; Fluo-8 calcium fluorescence, potentiator mode; 0% = oxytocin EC15, 100% = EC100; activation, % at 3 µM; 0.061% of 320,000 active;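 active = activation above that plate's cutoff, the mean activation of tested compounds plus 3 SD, cut at about 6.6% in these data, passing the limit was not always enough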;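 also: 100% uses oxytocin at 75 nM as the full agonist control; some results filed as inactive read as strong as hits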
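Material: CHO-OTR cells, human receptor; compound dosing: single dose, 3.0 µM nominal final compound concentration; schedule: 6 min compound pre-incubation at room temperature, 100 s kinetic read; measured by: kinetic Fluo-8 calcium fluorescence; read-out basis: % activation vs EC15 and EC100 oxytocin; controls: EC15 oxytocin alone as 0%, 75 nM oxytocin as 100%; replicates: singlicate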
TAAR1 antagonist – human TAAR1 antagonists, primary screen, Fluo-8 calcium fluorescence, CHO RD-HGA16 cells | antagonist | 1.5% of 360,000 active | inhibition, % at 3 µM | Trace amine-associated receptor 1 (Homo sapiens), Q96RJ0;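 active = inhibition above a per-plate cutoff, the mean inhibition of test compounds on that plate plus 3 SD, cut at about 49% in these data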;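 also: 0% = DMSO plus EC80 beta-PEA response and 100% = DMSO alone without agonist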
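System: RD-HGA16 CHO cells with stable hTAAR1 and Gα16 | Probe or stimulus: EC80 β-phenethylamine stimulus | Dosing: 3 µM, single point | Times: Dye loading 75 min at 37 °C, then 30 min room temperature | Measured by: Fluo-8 calcium-sensitive fluorescence | Read-out basis: % inhibition of agonist calcium response | Replicates: n of 1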
V1R ag counter – agonists of human V1a receptor, primary screen, counter-screen for OXTR agonist project, fluorescence, CHO-V1R cells; Vasopressin V1a receptor (Homo sapiens), P37288; Fluo-8 calcium fluorescence, agonist mode; 0% DMSO, 100% 3 nM vasopressin; activation, % at 3 µM; 0.25% of 320,000 active; AID 2797, 2010;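 active = activation above the mean activation of all tested compounds plus 3 SD, per screening run, cut at about 20% in these data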;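 also: signal is peak over basal fluorescence ratio across a 100 second FLIPR read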
Target sequence (P37288 whole entry, looked up): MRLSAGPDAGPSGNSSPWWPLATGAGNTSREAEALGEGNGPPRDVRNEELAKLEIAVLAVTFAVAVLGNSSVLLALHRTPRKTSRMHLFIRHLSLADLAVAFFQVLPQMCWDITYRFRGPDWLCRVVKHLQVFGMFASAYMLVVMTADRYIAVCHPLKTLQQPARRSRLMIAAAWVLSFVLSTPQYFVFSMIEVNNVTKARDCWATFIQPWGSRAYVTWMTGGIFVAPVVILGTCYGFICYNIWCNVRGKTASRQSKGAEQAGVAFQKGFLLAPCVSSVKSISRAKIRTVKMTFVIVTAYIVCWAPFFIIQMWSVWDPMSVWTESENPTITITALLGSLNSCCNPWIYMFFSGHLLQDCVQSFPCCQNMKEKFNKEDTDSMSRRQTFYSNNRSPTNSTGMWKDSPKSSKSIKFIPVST
CHO parental Ca – ATP-evoked calcium signal inhibitors, parental CHO, primary screen, counter-screen for OX1R antagonist project, cell-based, fluorescence, Fluo-8 calcium dye; parental CHO-K1, ATP-induced calcium, Fluo-8 fluorescence; inhibition, % at 5.6 µM; 0.63% of 330,000 active; AID 463079, 2010;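 active = inhibition above that plate's mean sample inhibition plus 3 SD, cut at about 26% in these data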;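 also: 0% = ATP-challenged DMSO wells and 100% = DMSO wells without ATP; some compounds past the cut are filed as inactive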
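Test system: parental CHO cells; detection: calcium-sensitive Fluo-8 fluorescence; evaluation: percent inhibition of calcium signal; also added: ATP as calcium-mobilizing challenge; repeats: one well per compound; control set: ATP-challenged DMSO wells low, unchallenged DMSO wells high; compound: single nominal dose of 5.6 µM per compound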
CHRM1 antagonist – human M1 muscarinic receptor antagonists, primary screen, CHO-K1 cells, Fluo-8 calcium fluorescence, 1536-well; inhibition, % at 3 µM; AID 588852, 2011; CHO-K1 hM1, ACh EC80 antagonist; 1.3% of 360,000 active; Muscarinic acetylcholine receptor M1 (Homo sapiens), P11229;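 active = percent inhibition above its own plate's cutoff, namely the mean of that plate's compound wells plus 3 SD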;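 also: peak over basal fluorescence ratio during 140 s after agonist addition; 0% = ACh EC80 plus DMSO and 100% = DMSO alone without agonist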
CHRM1 PAM – human M1 muscarinic receptor positive allosteric modulators, primary screen, CHO-K1 cells, Fluo-8 calcium fluorescence, 1536-well; CHO-K1 hM1, ACh EC20; 0% = ACh EC20, 100% = maximal ACh; activation, % at 3 µM; 0.088% of 360,000 active; AID 588819, 2011; in the data active = activation above about 19%, passing the limit was not always enough
Starred values were filed as active, the others as inactive; . = no result given.

Molecule	CHRM1 antagonist	CHO parental Ca	TAAR1 antagonist	V1R ag counter	OXTR ag	CHRM1 PAM	OXTR potentiator	M1 ag	TAAR1 ag
COc1ccc2c(c1)CCCN2S(=O)(=O)c1ccc(Cl)cc1	6	-9	6	-0.8	-2.3	-8	-9	-9	0
COc1ccc2c(c1)CCCC2=O	-13	.	0	.	.	7	.	4	1
COc1ccccc1-c1nnc(SCC(=O)N2CCCC2)o1	-10	9	-9	0.2	0.6	10	2	1	3
COc1ccc(-c2cc(NC=O)c3ncc(-c4cccc(C(F)(F)F)c4)n3c2)cc1OC	-11	.	-18	.	.	6	.	-2	-1
CN(C(=O)CCN1C(=O)/C(=C/c2ccc(F)cc2)SC1=S)C1CCS(=O)(=O)C1 (stereo not drawn)	-12	.	16	.	.	15	.	5	6
CC(C)(CNC(=O)c1ccc(NS(=O)(=O)c2ccc(F)c(F)c2)cc1)N1CCOCC1	-7	-7	-39	0.6	0.7	3	3	-6	5
O=C(COC(=O)c1ccc(F)c(S(=O)(=O)N2CCOCC2)c1)NCCc1ccccc1	-29	-9	-4	4.0	0.7	27*	-6	1	0
COc1ccc(CNC(=O)CCn2cccc2)cc1	0	-15	8	0.9	-0.2	3	-5	-4	13
COc1ccc(OC)c(NC(=O)CS(=O)(=O)Cc2ccccc2)c1	-9	.	-29	.	.	6	.	-4	5
CC(=O)C1=C(C)NC(SCC(=O)c2ccc(Cl)cc2Cl)=C(C#N)C1c1ccco1 (stereo not drawn)	-8	18	14	0.9	-0.4	2	-11	-4	12
CCN1c2ccccc2NC2N=C(OC)C(c3ccccc3)C21 (stereo not drawn)	-1	-15	.	2.5	-1.6	1	-7	-3	.
COC(=O)/C=C/c1ccc(-n2cncn2)cc1	-7	3	-10	0.9	0.3	10	-6	-4	1
C=CCNC(=O)C1CCN(c2ccc(S(=O)(=O)N3CCOCC3)cc2[N+](=O)[O-])CC1	-4	-6	-15	0.7	0.7	8	-4	-12	11
Cc1ccc(NC(=O)C2(NC(=O)c3ccccn3)CCCCC2)cc1Br	-4	-24	-35	-0.9	-2.5	10	-5	-5	1
c1ccc(CN2CCN(Cc3c[nH]c4ccccc34)CC2)cc1	-1	-10	7	3.7	7.6	-2	-15	-8	4
Cc1ccc(-n2c(C)cc(/C=C3\SC(=O)NC3=O)c2C)cc1	-10	-10	-7	-0.3	-1.4	6	-11	0	19
CC(Oc1ccccc1)C(=O)Nc1nnc(S(=O)(=O)N(C)c2ccccc2)s1 (stereo not drawn)	-1	-2	-20	10	4.5	4	-8	14	2
CC(C)c1nc2sc3c(c2c(=O)[nH]1)CC(C)(C)OC3	1	.	-13	.	.	4	.	-6	6
Cc1ccc(-c2nc3ncccc3o2)cc1NC(=O)c1ccco1	-16	-15	-2	0.2	0.1	6	0	-1	0
CCOC(=O)C(NCc1ccccc1OC)(NC(=O)c1ccccc1)C(F)(F)F (stereo not drawn)	8	-11	3	1.2	-1.3	1	-11	-3	9
COCC#Cc1ccc2c(c1)O[C@@H](CN(C)S(=O)(=O)c1cccc(F)c1)[C@@H](C)CN([C@H](C)CO)S2(=O)=O	-10	.	-7	.	.	4	.	-3	1
O=C(NCc1ccccc1)c1cc(C2CCCN(S(=O)(=O)c3cccc4cccnc34)C2)on1 (stereo not drawn)	-15	.	1	.	.	-1	.	-3	10
COc1ccc(C(CNC(=O)c2cccc(S(=O)(=O)N3CCCC(C)C3)c2)N(C)C)cc1 (stereo not drawn)	-6	-23	-24	1.4	1.2	1	-6	-8	6
COC(=O)CSc1nnc(-c2sc3ccccc3c2Cl)o1	12	-15	-12	0.5	1.4	-8	-9	-4	2

Laid out differently: two of the compounds above.
Values run as follows: CHRM1 antagonist	CHO parental Ca	TAAR1 antagonist	V1R ag counter	OXTR ag	CHRM1 PAM	OXTR potentiator	M1 ag	TAAR1 ag
COCC#Cc1ccc2c(c1)O[C@@H](CN(C)S(=O)(=O)c1cccc(F)c1)[C@@H](C)CN([C@H](C)CO)S2(=O)=O
    -10	.	-7	.	.	4	.	-3	1
O=C(NCc1ccccc1)c1cc(C2CCCN(S(=O)(=O)c3cccc4cccnc34)C2)on1 (stereo not drawn)
    -15	.	1	.	.	-1	.	-3	10

Later entries:
Molecule	CHRM1 antagonist	CHO parental Ca	TAAR1 antagonist	V1R ag counter	OXTR ag	CHRM1 PAM	OXTR potentiator	M1 ag	TAAR1 ag
COc1ccc(-c2c(C#N)c(N)nc3sc(C(=O)c4ccc(C)cc4)c(N)c23)cc1	-19	-7	5	-0.4	-1.9	14	-7	-6	-1
CC1CC(=O)N(c2ccc(NCc3ccc(Cl)cc3)c([N+](=O)[O-])c2)C1=O (stereo not drawn)	6	4	24	7.3	10	-10	-11	-2	8
Cc1onc(-c2c(Cl)cccc2Cl)c1-c1nc2cc(Cl)ccc2c(=O)o1	-8	.	-24	.	.	5	.	-1	1
CCOC(=O)c1sc(NC(=O)CSc2n[nH]c(-c3ccncc3)n2)c(C#N)c1C	13	10	4	9.8	18	-13	-20	7	9
O=C(NCCO)c1ccc(Oc2ccc(C(F)(F)F)cc2[N+](=O)[O-])cc1	-2	0	2	0.5	0.9	4	-17	-7	1
CN(C)S(=O)(=O)c1ccc(N2CCCC2)c(C(=O)N2CCN(c3ccc([N+](=O)[O-])cc3)CC2)c1	-12	-7	3	0.7	-0.8	6	-3	-14	6
COc1cc(-n2c(=O)c3ccccc3n(Cc3cccc(F)c3)c2=O)cc(OC)c1OC	-17	-9	-21	-0.2	-0.2	9	-10	-2	0
CC1=NCC(C)c2ccccc21 (stereo not drawn)	-12	.	7	.	.	10	.	-2	0
COc1ccc(NC(=S)N2CCN(Cc3ccco3)CC2)c(OC)c1	-8	4	-6	0.4	-1.4	0	-6	-3	0
COc1ccccc1N1CCN(C(=O)c2ccc3c(c2)CCN3S(=O)(=O)c2ccccc2)CC1	19	-27	18	7.2	2.7	-11	-8	-2	5
O=C(Nc1ccccc1N1CCN(c2ccccc2)CC1)c1ccccc1F	-1	-34	18	0.5	-0.3	9	-7	-5	5
O=C(Cn1cnc2ccccc2c1=O)N1CCN(c2ccccc2)CC1	-9	-11	-2	-0.1	0.4	4	1	-3	9
Cc1cc(C)n(CC(=O)NC2CCCc3c2cnn3-c2ccc(C)c(C)c2)n1 (stereo not drawn)	-8	-24	-11	3.7	1.8	5	-1	0	0
Cc1ccc(C)c(CSc2nc3[nH]ncc3c(=O)[nH]2)c1	-2	2	8	2.4	1.5	-2	-16	-1	3
Cc1cccc(NC(=O)Cc2ccc(NC3=NC4CS(=O)(=O)CC4S3)cc2)c1 (stereo not drawn)	-6	-9	-21	0.6	0.0	4	0	-1	1
COC(=O)c1ccc(C(=O)OC)c(NC(=S)N2CCN(c3ccccc3)CC2)c1	-3	-15	-9	-1.4	-1.9	10	-2	3	10
Cc1occc1-c1nnc(SCC(=O)N2c3ccccc3CCc3ccccc32)n1C	3	-22	-13	-1.6	-1.7	-5	-3	-7	8
O=C(CCc1nnc(Cc2ccc(-c3ccccc3)cc2)o1)NCCc1cccnc1	11	1	-6	7.8	8.6	-9	-12	0	2
COc1ccc(C(=O)N2CCN(Cc3ccc(OC)c(OC)c3)CC2)cc1	-8	-5	1	1.2	-0.2	8	-8	-3	-1
COc1ccc(C(CNC(=O)CN(C)S(=O)(=O)c2ccc(C)cc2)N2CCCC2)cc1 (stereo not drawn)	-13	-30	-19	-0.6	0.3	5	5	-7	4
Cc1ccc(OCCn2c(C)c(/C=N/n3cnnc3)c3ccccc32)cc1	-9	-15	2	1.9	0.1	-2	-1	-4	4
CCN1CCc2c(OCC(=O)Nc3ccccc3)cccc2C1=O	-14	-11	1	1.6	0.7	8	-12	0	2
COCCN(C(=O)Nc1ccc(OC)cc1OC)C1CCN(C(C)=O)CC1	-11	-8	-23	0.0	-0.7	8	-7	-4	3
Cc1nc2c(C)cccc2c2c1COC2	-15	-3	-23	0.1	-1.7	10	-7	-6	6
CCN1C(=O)C(=O)N(CC(=O)Nc2cc(C)ccc2C)C1=O	4	-10	-22	-0.2	0.7	3	-7	-5	17
O=C(O)Cc1sc(-c2ccccc2Cl)nc1-c1ccccc1	2	-12	-5	-0.1	0.6	-3	3	-3	2
O=C(Nc1nncs1)c1ccccc1NS(=O)(=O)c1cccs1	-2	-4	0	4.0	0.6	4	-20	-1	0
COC(=O)C1=C(NC(=O)C2CCCCC2)CCS1	-6	.	4	.	.	10	.	-8	2
COC(=O)CSc1ncc(C#N)c(N)n1	0	6	4	-0.2	-0.8	15	-2	3	10
Cc1ccc(S(=O)(=O)N(CC(=O)Nc2cccc(C)c2C)C(=O)N2CCN(C)CC2)cc1	-17	.	-4	.	.	9	.	-3	0
